Compound activity as filed in PubChem.
MT stabilizer: microtubule stabilization, imaging screen | AID 2205 | HeLa tubulin immunostaining HCS, 24 h; share of cells brighter than vehicle mean+2SD | 200,000 tested, 0.83% active | % tubulin-high responders, % at 10 µM;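 active = plate Z-score above 3 for both tubulin-high and condensed-nucleus cell shares, with cell loss under 80%, at 10 µM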;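 note: anti alpha tubulin signal scored within the nucleus-defined area of each cell; some results filed as inactive read as strong as hits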
Ins promoter up: MIN6 insulin promoter up-regulation; MIN6 insulin promoter-GFP reporter, high-content imaging; stronger effect = higher value; z-score at 5 µM; 190,000 tested, 0.3% active; AID 1625;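 active = z-score above 3 at 5 µM with at least 500 cells counted in the well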
Autophagy mod: modulators of autophagy; MEF GFP-LC3 puncta imaging; test concentration mostly 10 µM; AID 463193; calls only at 10 µM (by protocol); 190,000 tested, 0.98% active;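 active = percentage of spot-positive cells more than 3 SD above its plate mean, without a fluorescence outlier flag or 80% toxicity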;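 note: spot-positive cell cutoff set from DMSO-treated cells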
ER stress rescue: protection against thapsigargin-triggered cell killing – 384-well, CSM14.1, ATP luminescence, primary screen (AID 1222). cellular ATP content (survival), % at 20 µM, or EC50 in µM where a hit was titrated. CSM14.1 thapsigargin-induced death rescue, ATP luminescence; higher % means a stronger effect. 190,000 tested, under 10 active;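 active = EC50 below 50 µM in the dose-response confirmation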;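 note: death triggered by thapsigargin at about 15 µM added after 2 h compound pretreatment; cell ATP read after overnight thapsigargin exposure of roughly 18 to 22 hours; normalized against plate controls of thapsigargin alone and 5% DMSO vehicle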
M1AAP inhibition: P. falciparum M1AAP inhibitors, biochemical, fluorogenic H-Leu-NHMec substrate, 1536-well (AID 1445); recombinant M1AAP, H-Leu-NHMec fluorogenic kinetic assay; higher % means a stronger effect; inhibition, % at 30 µM; hits with a dose series show IC50 in µM; 220,000 tested, 0.42% active;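 active = primary inhibition above the hit cutoff, then over 50% inhibition at one or more dose response concentrations, cut at about 23% in these data, passing the limit was not always enough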;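 note: plate controls were DMSO full reaction for no effect and no enzyme background for full effect; strong numbers were not always called active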
M17LAP inhibition: P. falciparum M17LAP inhibitors, primary screen, biochemical, fluorogenic H-Leu-NHMec substrate, 1536-well (AID 1619). recombinant M17LAP, H-Leu-NHMec fluorogenic kinetic assay; higher % means a stronger effect. inhibition, % at 30 µM, or IC50 in µM where a hit was titrated. 220,000 tested, 0.38% active;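 active = compound inhibiting the enzyme by more than half at any dose during confirmatory dose-response retesting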;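 note: plate controls were full reaction with DMSO carrier for no effect and no enzyme background for full effect; strong numbers were not always called active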
Dynein cargo inh: blocks dynein driven cargo transport along microtubules; 3617.4 mouse cells, GR-EGFP nuclear translocation imaging; test concentration mostly 20 µM; stimulated with dexamethasone, 1 µM; stronger effect = lower value; z-score, hits read low; 220,000 tested, 0.47% active;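 active = plate z-score of nuclear minus cytoplasmic receptor signal below a set negative limit, without overly bright fluorescence or cell loss, cut at about -3.5 in these data, passing the limit was not always enough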;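 note: z-score of nuclear minus cytoplasmic ring GR-EGFP intensity difference per well; some compounds called inactive have numbers as strong as hits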
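Buffer or medium: tet-free, stripped-serum medium; reagent: dexamethasone at 1.0 µM final, 30 min; incubation: 48 h induction, 1 h compound, 30 min dex at 37 °C; measured by: formaldehyde fixation, Hoechst nuclear stain, 10x automated fluorescence imaging; read-out: nuclear-to-cytoplasmic GR-EGFP distribution per well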
Hep lipid drop: hepatic lipid droplet formation modulation; AML12 mouse hepatocytes, oleate lipid droplets, BODIPY imaging; inhibition, % at 6.5 µM; AID 1656; 240,000 tested, 0.4% active;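 active = lipid droplet intensity inhibited by at least 50%, with more than 500 cells counted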
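Assay system: AML12 mouse liver cells | Compound: 6.5 µM single-point dosing | Schedule: Overnight exposure | Technique: Fluorescence imaging, 20x objective, two fields per well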
Yfh1-depleted yeast: enhancers of respiration in Yfh1-depleted yeast, dose response, Friedreich's ataxia, plus single-dose screen (AID 1465). S. cerevisiae Yfh1-off respiration, WST-1 reduction, 72 h; higher fold induction means a stronger effect. fold induction at 50 µM, or EC50 in µM where a hit was titrated. 220,000 tested, 0.074% active;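 active = fold induction of absorbance versus untreated yeast above a set limit, then at least 30% activation at any dose in follow-up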;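 note: activators that raise dye reduction in frataxin-depleted yeast; strong numbers were not always called active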
Dynein cargo inh cytoplasmic EGFP: second read-out of Dynein cargo inh, no call of its own (marks repeat the call); z-score; measured here: cytoplasmic GR-EGFP intensity; stronger effect = higher value
Dynein cargo inh nuclear GR-EGFP: also measured in Dynein cargo inh; calls as there; z-score; measured here: nuclear GR-EGFP intensity;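 lower value marks the stronger effect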
Dynein cargo inh cell count: further read-out of Dynein cargo inh, marked with its call; z-score; measured here: cell count per field
Ins promoter up cell count: second read-out of Ins promoter up, no call of its own (marks repeat the call); cell count; measured here: cytotoxicity, nuclei count;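 total cells summed across four imaged fields per well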
Hep lipid drop cells 6.5 µM: further read-out of Hep lipid drop, marked with its call; cell count; measured here: cell count, cytotoxicity flag;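 cells counted across two imaged fields per well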
MT stabilizer Hoechst-high %: also measured in MT stabilizer; calls as there; % Hoechst-high responders; measured here: nuclear condensation Hoechst responders;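 share of cells brighter than vehicle mean plus two SD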
MT stabilizer cytotoxicity %: second read-out of MT stabilizer, no call of its own (marks repeat the call); toxicity, %; measured here: cytotoxicity by cell density;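 0% = mean cell density of plate MIN control wells and 100% = no cells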
Autophagy mod cell loss 18 h: also measured in Autophagy mod; calls as there; toxicity, %; measured here: cell loss, nuclei count;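 cell loss after 18 h compound exposure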
Numbers without * were called inactive; i = inactive; / = not tested or not shown.

No.	SMILES	Hep lipid drop	Ins promoter up	MT stabilizer	Dynein cargo inh	Hep lipid drop cells 6.5 µM	Dynein cargo inh cell count	Dynein cargo inh nuclear GR-EGFP	ER stress rescue	Ins promoter up cell count	Yfh1-depleted yeast	MT stabilizer cytotoxicity %	MT stabilizer Hoechst-high %	Autophagy mod cell loss 18 h	M17LAP inhibition	Dynein cargo inh cytoplasmic EGFP	M1AAP inhibition	Autophagy mod
1	COc1ccc(-c2ccoc2)cc1[C@H]1[C@H]2C=CC[C@@H](C)[C@@H]2C(=O)N1Cc1ccccc1	-14	/	/	-0.44	619	0.084	-0.26	/	/	i	/	/	/	11%	-0.8	8%	/
2	Cc1ccc(C)c(N2CCN(C(=O)c3ccc(CSc4nc5ccncc5[nH]4)cc3)CC2)c1	0	-0.83	4.1	0.042	727	-0.66	0.97	3.1%	1048	i	6.7	3.3	4	0%	-0.12	-7%	i
3	Cc1cc(C)nc(SCc2nc(N)nc(-c3ccccc3O)n2)n1	-1	0.19	2.2	2.2	766	-0.97	0.93	-4.0%	1287	i	12	3.2	5	3%	-0.23	0%	i
4	Cc1ccc(-n2c(=O)c3cc4c(=O)n(-c5ccc(C)c(C)c5)c(=O)c4c(C(=O)c4ccc(C(=O)O)cc4)c3c2=O)cc1C	-13	0.56	/	2.1	707	-1.6	1.6	/	1046	i	/	/	/	12%	-0.19	6%	/
5	CCOc1ccc(NC(=O)C2Cc3ccccc3CN2S(=O)(=O)CC)cc1 (centres undefined)	-14	0.9	3.2	-0.37	694	0.7	-0.45	1.5%	1636	i	5.4	3.0	4	7%	-0.35	-1%	i
6	O=C(CNC(=O)c1ccc2c(c1)OCCO2)N/N=C/c1ccc(Cl)cc1	1	0.65	4.1	-0.59	733	0.3	-0.32	0.2%	1156	i	8.3	2.8	10	-9%	-0.087	2%	i
7	CCC(C(=O)c1ccccc1)P(=O)(NN)c1ccccc1 (centres undefined)	-1	0.26	/	-0.48	775	0.8	-0.26	/	1151	i	/	/	/	2%	-0.26	8%	/
8	O=C(O)c1cc2ccc3ccccc3c2oc1=O	31	/	3.1	0.25	730	-1.3	0.51	-1.5%	/	i	6.1	1.5	-17	-154%	-0.19	12%	i
9	CCC(C)(C)NC(=O)CCCSc1nc2ccccc2s1	-57	0.8	2.3	-0.81	694	0.75	-0.27	-3.2%	1056	i	4.8	2.0	-6	-3%	-0.34	3%	i
10	Clc1ccc2c(c1)C1=C(C(c3ccncc3)O2)C(c2ccc(Br)cc2)n2ncnc2N1 (centres undefined)	/	-0.3	5.3	-0.038	/	0.1	0.14	3.1%	1487	i	0.7	2.1	8	11%	-0.2	-3%	i
11	CC1C/C(=N\NC(N)=S)c2cc(Cl)ccc2S1 (centres undefined)	10	0.56	/	-0.76	692	-0.28	0.039	/	947	i	/	/	/	7%	-0.15	8%	/
12	CCOc1ccc(NC(=S)NCCCc2ccccc2)cc1	-7	-0.18	1.3	-0.51	700	0.64	-0.12	-2.6%	1339	i	6.4	1.8	-5	-8%	-0.31	-1%	i
13	COc1ccc(CNC(=O)CCNS(=O)(=O)c2ccc(C)cc2)cc1	0	0.68	0.9	0.8	805	0.45	0.74	-3.6%	914	i	2.8	0.9	-5	-9%	0.05	-4%	i
14	CCN(CC)S(=O)(=O)c1ccc2c(c1)c(=O)c(C(=O)N1CCOCC1)cn2C	14	0.65	4.3	0.47	771	-0.13	0.76	-1.9%	1255	i	6.5	2.8	7	11%	0.16	4%	i
15	Cc1ccc(CO/N=C/c2c(O)cc(C)oc2=O)cc1	22	0.4	2.4	-1	685	0.05	-0.4	-0.2%	1584	i	5.9	2.4	-1	6%	0.44	5%	i
16	COc1ccc(NC(=O)Cn2c(-c3ccccc3)cc(C(C)=O)c2C)c(OC)c1	-2	-0.01	1.7	1.4	743	-1.3	0.95	-0.2%	1306	i	9.5	2.5	-10	1%	-0.16	-3%	i
17	CCCn1nnc(NC(=O)/C=C/c2ccccc2)n1	-11	0.15	4.6	0.13	600	-1.6	0.35	-1.2%	1236	i	8.0	3.9	-7	-7%	-0.19	6%	i
18	CCc1nnc(NC(=O)CSc2nccn2-c2ccccc2)s1	1	0.01	3.0	-0.52	711	0.28	0.65	-2.3%	1105	i	5.1	2.4	4	9%	-0.28	4%	i
19	CN(NC(=O)c1ccccc1F)c1ncccc1[N+](=O)[O-]	-4	/	/	-0.17	644	0.0033	0.29	/	/	i	/	/	/	21%	-0.2	2%	/
20	Cc1nc(SCC(=O)NC2CCCC2)[nH]c(=O)c1Cc1ccccc1	-8	-0.9	2.0	0.021	738	0.97	0.094	-0.5%	938	i	5.6	1.0	-19	1%	-0.24	8%	i
21	O=C(Nc1ccc([N+](=O)[O-])cc1Br)c1cc2ccccc2nc1Cl	0	-0.14	/	-0.35	660	0.4	0.32	/	980	i	/	/	/	7%	-0.29	-6%	/
22	Nc1[nH]n2c(=O)c3c(nc2c1N=Nc1ccccc1)CCCC3	/	0.52	14	-0.68	/	0.2	-0.067	-1.4%	1489	i	28	5.4	3	0%	-0.16	1%	i
23	Cn1cccc1CC(=O)N/N=C\c1cccs1	/	0.27	2.5	0.098	/	0.96	0.76	-3.0%	1433	/	3.9	2.4	13	41%	-0.2	6%	i
24	C=CCNC(=O)c1onc(CSc2ccccc2F)c1C(=O)O	/	0.44	2.8	0.52	/	-0.29	-0.34	1.7%	1370	i	7.5	1.8	-4	0%	0.68	-7%	i
25	O=C(NCC(=O)N(c1ccccc1)C(C(=O)NC1CCCC1)c1cccnc1)c1cccs1 (centres undefined)	/	/	2.3	0.1	/	0.26	-0.25	-0.2%	/	i	7.2	2.1	34	0%	-0.15	5%	i
26	CN(C(=S)NC(=O)c1ccccc1Br)C1CCCCC1	/	1.6	1.8	-0.081	/	0.35	-0.29	-2.6%	1520	i	6.0	1.7	4	2%	-0.2	-2%	i
27	O=C(COC(=O)c1ccc(CO)cc1)Nc1ccc(OC(F)F)cc1	1	-0.09	2.4	1.5	695	-0.58	0.72	1.4%	1347	i	8.5	2.0	-4	0%	-0.29	5%	i
28	CC(C)C(=O)Nc1cc(=O)[nH]c2ncnn12	/	-0.48	4.7	-0.028	/	0.28	0.28	-1.5%	1060	i	9.6	2.9	0	10%	-0.42	22%	i
29	O=C1CCCN1CCC1CCN(C2CC(=O)N(Cc3ccc(N4CCCC4=O)cc3)C2=O)CC1 (centres undefined)	-2	-0.19	4.0	-1.3	709	0.073	-0.79	0.2%	1353	i	5.8	2.7	0	4%	-0.15	-1%	i
30	COc1ccc(N(C(=O)Cn2nnc(-c3ccc(Cl)cc3)n2)C(C(=O)NCC2CCCO2)c2ccc(C)cc2)cc1 (centres undefined)	6	-0.02	2.1	0.033	553	0.74	-0.49	-2.6%	1938	i	11	2.7	-6	-11%	-0.23	-6%	i
31	CC1(C)CCC(=O)N(c2ccccc2)C1=O	-4	-0.16	2.8	-0.36	623	0.9	-0.047	-0.1%	1390	i	0.9	2.1	-5	-4%	-0.25	3%	i
32	CC(C)(C)NS(=O)(=O)c1ccc(CCC(=O)N2CCCC2)cc1	19	0.53	2.6	4.2	682	-2.5	2.2	0.7%	1429	i	5.2	2.6	-13	30%	-0.056	11%	i
33	C=CCn1c(SCCOc2ccc(OC)cc2)nnc1C(NC(=O)c1ccc(OC)cc1)C(C)C (centres undefined)	-3	-0.32	2.3	2.6	762	-1.2	1.6	0.3%	964	i	7.0	1.0	-2	-4%	0.071	11%	i
34	S=C(Nc1ccc(OCc2ccccc2)cc1)Nc1cccc(Cl)c1Cl	-8	-0.46	3.8	-1.7	693	1.3	-0.65	-1.6%	1479	i	7.9	2.9	6	9%	-0.23	2%	i
35	O=C(N/N=C/c1ccncc1)C1CC1(c1ccccc1)c1ccccc1 (centres undefined)	6	-0.44	/	0.73	713	0.19	0.25	/	1235	i	/	/	/	14%	-0.27	7%	/
36	CCOC(=O)N1CCN(c2nc(-c3ccc(F)cc3)cs2)CC1	-4	/	3.0	-0.75	725	0.4	-0.13	-0.6%	/	i	6.8	2.0	-2	-28%	-0.2	4%	i
37	Cc1cc(N2CCN(C)CC2)nc2ccc(NC(=S)N3CCN(c4ccccn4)CC3)cc12	-4	-0.48	4.5	-0.46	687	0.38	0.088	-0.2%	1231	i	22	1.9	-3	-5%	-0.2	5%	i
38	O=C(NCC12CC3CC(CC(C3)C1)C2)c1nn2c(c1Cl)NC(c1ccco1)CC2C(F)(F)F (centres undefined)	/	0.5	4.1	0.54	/	0.26	0.83	-1.5%	650	/	5.8	3.0	34	3%	-0.13	-4%	i

Sorted by formula weight (descending): some entries from above.
No.	SMILES	Hep lipid drop	Ins promoter up	MT stabilizer	Dynein cargo inh	Hep lipid drop cells 6.5 µM	Dynein cargo inh cell count	Dynein cargo inh nuclear GR-EGFP	ER stress rescue	Ins promoter up cell count	Yfh1-depleted yeast	MT stabilizer cytotoxicity %	MT stabilizer Hoechst-high %	Autophagy mod cell loss 18 h	M17LAP inhibition	Dynein cargo inh cytoplasmic EGFP	M1AAP inhibition	Autophagy mod
33	C=CCn1c(SCCOc2ccc(OC)cc2)nnc1C(NC(=O)c1ccc(OC)cc1)C(C)C (centres undefined)	-3	-0.32	2.3	2.6	762	-1.2	1.6	0.3%	964	i	7.0	1.0	-2	-4%	0.071	11%	i
37	Cc1cc(N2CCN(C)CC2)nc2ccc(NC(=S)N3CCN(c4ccccn4)CC3)cc12	-4	-0.48	4.5	-0.46	687	0.38	0.088	-0.2%	1231	i	22	1.9	-3	-5%	-0.2	5%	i
32	CC(C)(C)NS(=O)(=O)c1ccc(CCC(=O)N2CCCC2)cc1	19	0.53	2.6	4.2	682	-2.5	2.2	0.7%	1429	i	5.2	2.6	-13	30%	-0.056	11%	i
